# Source: PubChem (The Scripps Research Institute Molecular Screening Center)
# OX1R antag-1: OX1R (HCRTR1) antagonists, primary screen, fluorescence, CHO/OX1R cells, Fluo-8 calcium, orexin A; Orexin/Hypocretin receptor type 1 (Homo sapiens), O43613; Fluo-8 calcium fluorescence; inhibition, % at 5 µM; actives 0.43% (n = 330,000); AID 434989, 2010;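 active = inhibition above its plate's threshold, mean inhibition of all tested compounds on the plate plus 3 SD, cut at about 37% in these data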;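 note: 0% = orexin A challenge wells and 100% = SB-334867-A antagonist wells; not every result past the cut was called active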
# Target sequence (O43613 whole entry, looked up): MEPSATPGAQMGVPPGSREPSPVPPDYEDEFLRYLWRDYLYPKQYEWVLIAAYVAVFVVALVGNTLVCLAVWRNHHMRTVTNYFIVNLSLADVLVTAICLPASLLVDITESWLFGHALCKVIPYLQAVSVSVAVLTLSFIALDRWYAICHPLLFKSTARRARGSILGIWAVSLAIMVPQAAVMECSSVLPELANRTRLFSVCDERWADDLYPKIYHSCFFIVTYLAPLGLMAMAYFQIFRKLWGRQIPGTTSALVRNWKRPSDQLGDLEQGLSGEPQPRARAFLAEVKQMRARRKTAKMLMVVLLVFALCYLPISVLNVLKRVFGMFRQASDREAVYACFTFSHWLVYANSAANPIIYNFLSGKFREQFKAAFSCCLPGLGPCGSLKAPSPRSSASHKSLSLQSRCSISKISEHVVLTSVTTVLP
# OX1R antag-2: antagonists of human orexin 1 receptor (OX1R); OX1R-expressing cells, FRET antagonist read-out; inhibition, % at 6.6 µM; actives 1.8% (n = 330,000); AID 485270, 2010; in the data active = inhibition mostly above about 38%, no sharp cut-off; inactive = mostly below about 40%;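 note: 0% = agonist challenge alone and 100% = reference antagonist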
# * hit, by the source's call.
no.	OX1R antag-2	OX1R antag-1	SMILES
1	-3	3	CC(OC(=O)c1ccc2c(=O)n3c(nc2c1)CCC3)C(=O)Nc1ccc(C(N)=O)cc1 (configuration not stated)
2	-3	3	CC1CCC(NC(=O)CC(NC(N)=O)c2ccccc2Cl)CC1 (configuration not stated)
3	10	-18	O=S(=O)(Cc1ccccc1)N1CCN(C/C=C/c2ccccc2)CC1
4	11	-8	CCN1C(=O)[C@H]2[C@@H](c3ccc(-c4cccc(Cl)c4)c(OC)c3)N3CCC[C@@]3(C(=O)OC)[C@H]2C1=O
5	11	-12	CC1(C)NC(=O)N(CCOc2cccc(Cl)c2Cl)C1=O
6	1	-28	CCOc1cccc(OCCn2cnc3ccccc3c2=O)c1
7	9	-26	CC(C)C[C@H](NC(=O)c1nc[nH]c1C(=O)N[C@@H](CC(C)C)C(=O)OCc1ccccc1)C(=O)OCc1ccccc1
8	21	-31	Cc1ccc(-c2cnc(C3CC3)o2)cc1S(=O)(=O)Nc1ccccc1
9	1	-23	O=C(NNC(=O)c1ccccc1-n1cccc1)c1ccc(Cl)nc1
10	5	-18	CCCCC(CC)C(=O)O (configuration not stated)
11	43	-13	N#C/C(=C/c1ccc(-c2ccccc2[N+](=O)[O-])o1)C(N)=O
12	33	-9	CCn1cc(S(=O)(=O)NC2CCCCC2)cn1
13	4	6	O=C(Nc1sc2c(c1C(=O)O)CCC2)c1ccccc1F
14	15	-8	Cc1ccccc1Nc1c(C)c(C)nc2ncnn12
15	10	-7	Cc1csc(SCC(=O)NCc2ccc3c(c2)OCO3)n1
16	11	-19	O=C(Cc1c(C(=O)O)[nH]c2ccccc12)NC1CCCC1
17	18	-5	CC(=O)NS(=O)(=O)c1ccc(NC(=S)NC(=O)COc2ccccc2C)cc1
18	13	-34	COc1ccccc1CNC(=O)C1CCN(c2ncnc3c2nc2n3CCCCC2)CC1
19	26	-27	O=c1[nH]c(SCc2n[nH]c(=S)n2-c2ccccc2)nc2ccccc12
20	23	-10	CC(=O)Nc1sc2c(c1CN1CCN(C)CC1)CCCC2
21	19	-15	CNC(=O)CS(=O)(=O)CC(=O)Nc1cc(OCCOC)c(Cl)cc1Cl
22	3	3	CC1(C)CC(=O)C(Sc2ccccc2)=C(O)C1
23	23	-2	Cc1nnc(NC(=O)CCCN2C(=O)c3ccccc3C2=O)s1
24	1	-3	CC(NC(=O)Cc1ccccc1)c1nc2ccccc2[nH]1 (configuration not stated)
25	12	-35	COc1ccccc1CCNC(=O)CCn1c(=O)c2cccn2c2ccc(F)cc21
26	4	-10	O=C(CCl)NCc1c(Cl)cccc1-n1cccc1
27	13	-26	Cc1cc(C(=O)NCC(=O)OCC(=O)N(C)C2CCCCC2)ccc1[N+](=O)[O-]
28	0	0	COCCNC(=O)c1ccc(CN2CCOCC2)cc1
29	15	-28	O=C(CN1C(=O)NC2(CCCCC2)C1=O)NC1CCCc2ccccc21 (configuration not stated)
30	18	3	CCCc1c(C(=O)N/N=C(\C)CCc2ccccc2)nnn1-c1nonc1N
31	11	-13	CC(C)(C)OC(=O)CNC(=O)c1[nH]cnc1C(=O)N[C@@H](CCCCN)C(=O)OC(C)(C)C
32	41	-17	CCCOc1ccc(-c2nc(C#N)c(N3CCN(CC)CC3)o2)cc1
33	-4	-13	CC(C)CN1C(=O)NC(NS(=O)(=O)c2ccc(N)cc2)(C(F)(F)F)C1=O (configuration not stated)
34	-8	-17	Clc1ccccc1-c1nnc(-c2cccnc2)o1
35	3	-3	Nc1nc(N)c(N=Nc2ccc(SCC(=O)O)cc2)c(=O)[nH]1
36	2	-28	CC1CCCCN1Cc1nc2c(c(=O)n(C)c(=O)n2C)n1CCCc1ccccc1 (configuration not stated)
37	7	-35	Cc1ccc(S(=O)(=O)N(C)C)cc1NC(=O)Nc1ccccc1F
38	13	-9	CCOC(=O)c1cc(-c2ccc(N)cc2)sc1N
39	2	-18	Cc1ccc(C)c(NC(=O)CN(C)C(=O)c2ccc(-c3cccc(C(F)(F)F)c3)o2)c1
40	3	-22	CC1(C)Cc2nc3n[nH]c(N)c3cc2CO1

# Taken from above:
# Cc1ccc(S(=O)(=O)N(C)C)cc1NC(=O)Nc1ccccc1F in OX1R antag-1 is listed with -35
# CCOC(=O)c1cc(-c2ccc(N)cc2)sc1N in OX1R antag-1 is listed with -9
# CC1(C)Cc2nc3n[nH]c(N)c3cc2CO1 in OX1R antag-2 is listed with 3

# Carrying on.
no.	OX1R antag-2	OX1R antag-1	SMILES
41	19	-15	CCN(CC)C(=O)C(=O)N/N=C/c1ccc(F)cc1
42	8	-21	CC(=O)/C(=N\Nc1ccccc1)Oc1ccc(Br)cc1
43	20	-14	O=C(O)c1ccc(CNCc2ccc(Cl)cc2Cl)cc1
44	6	-35	COc1cccc(NC(=O)NCc2c(-c3ccccc3)noc2C)c1
45	14	-19	CC(Cc1ccccc1)NC(=O)c1cc2ccccc2o1 (configuration not stated)
46	4	0	COc1ccc(NS(=O)(=O)c2cc(NC(=O)[C@H](C)NC(N)=O)ccc2N2CCCC2)cc1
47	23	-33	Cc1ccc(C)c(NC(=O)CN(C)C(=O)c2ccccc2OCc2ccc(Cl)cc2)c1
48	20	-14	NC(N)=NS(=O)(=O)c1ccc(NC(=S)Nc2ccc(F)cc2)cc1
49	16	-13	COc1ccc(CCNC(=O)CN2C(=O)COc3ccc(S(=O)(=O)N4CCCC4)cc32)c(OC)c1
50	9	9	COc1cccc(-c2cc(C(=O)Nc3ccc4c(c3)OCO4)no2)c1
51	20	-10	COC(=O)c1ccc(C(=O)OC)c(NC(=S)N2CCN(C)CC2)c1
52	33	4	C=CCN1C(=O)/C(=C/c2ccc(O)cc2)S/C1=N/c1nccs1
53	10	-31	CC(=O)c1cccc(N(C(=O)CNC(=O)c2ccco2)C(C(=O)NCc2ccco2)c2ccccc2)c1 (configuration not stated)
54	23	-40	CCCN(CC(=O)Nc1ccccc1C)C(=O)c1ccc(NC2CC2)c([N+](=O)[O-])c1
55	4	26	Cc1ccc(S(=O)(=O)NC(=O)c2cccc(N(C)C)c2)cc1
56	17	-29	COc1ccc(C(C(=O)NC2CCCC2)N(Cc2ccc(C)cc2)C(=O)c2ccn[nH]2)cc1OC (configuration not stated)
57	-1	-18	COCCNC(=O)C1CCC(CNS(=O)(=O)c2ccc(F)cc2)CC1 (configuration not stated)
58	10	-26	C/C(=N\NC(=O)C1COc2ccccc2O1)c1cc2ccccc2o1 (configuration not stated)
59	1	-38	O=C(N/N=C/c1ccc2c(c1)OCO2)c1cc(-c2ccccc2Cl)nc2ccccc12
60	32	-8	COc1ccc(NC(=O)CCl)cn1
61	11	-21	COC(=O)C(Cc1c[nH]c2ccccc12)N1CCS(=O)(=O)CC1 (configuration not stated)
62	6	-15	O=C(Nc1ccc(Oc2ncccn2)cc1)c1ccco1
63	8	-23	O=C(Cc1ccc(F)cc1)NC1CCSC1=O (configuration not stated)
64	18	-26	CCC(=O)Nc1ccc(C(=O)Nc2ccc(OC)cc2[N+](=O)[O-])cc1
65	-3	5	CSc1ccc(NC(=O)Nc2ccccc2C(N)=O)cc1
66	24	-15	CN(CC(=O)Nc1ccc(N2CCOCC2)cc1)C(=O)CSc1ccc(F)cc1
67	22	-26	COc1ccc2cc(S(=O)(=O)c3ccccc3)c(=O)oc2c1
68	1	-19	Cc1cccc(CN2CCC(CNC(=O)Nc3ccc(F)c(Cl)c3)CC2)c1
69	14	-7	Cc1cc(C(F)(F)F)nc(SCC(=O)NC2CCCCC2)n1
70	29	-11	COc1ccccc1-c1nc2c3ccccc3nc(=S)n2[nH]1
71	10	-5	Cc1ccc(C)c(OCC(=O)NCC2COc3ccccc3O2)c1 (configuration not stated)
72	43	-5	O=S(=O)(Cc1ccccc1)N1CCN(Cc2ccc(Br)cc2)CC1
73	15	-29	O=C(COC(=O)c1ccccc1Nc1ccccc1)NCc1ccco1
74	7	-40	COc1ccc(Nc2nc3cc(C)ccc3cc2C#N)cc1
75	14	-17	COc1ccc(NC(=O)c2cc(-c3ccc(OC)c(OC)c3)on2)cc1OC
76	12	-21	CCN1CCCC1CN(Cc1cc2ccc(C)cc2[nH]c1=O)C(=S)Nc1cccc(OC)c1 (configuration not stated)
77	11	-22	COc1cccc(-c2cc3nc4c(c(NCC(C)(C)CN(C)C)n3n2)CCCC4)c1
78	5	-99	CCn1cc(CNC(=O)CC2C(=O)NCCN2CC(c2ccccc2)c2ccccc2)cn1 (configuration not stated)
79	35	-32	COc1ccc(-n2ccnc2SCC(=O)NCc2ccc(F)cc2)c(OC)c1
80	36	-2	CN1CCc2nc(NC(=O)c3cccc(OC(F)F)c3)sc2C1

# Arranged by formula weight (high to low): part of the list above
no.	OX1R antag-2	OX1R antag-1	SMILES
49	16	-13	COc1ccc(CCNC(=O)CN2C(=O)COc3ccc(S(=O)(=O)N4CCCC4)cc32)c(OC)c1
53	10	-31	CC(=O)c1cccc(N(C(=O)CNC(=O)c2ccco2)C(C(=O)NCc2ccco2)c2ccccc2)c1 (configuration not stated)
76	12	-21	CCN1CCCC1CN(Cc1cc2ccc(C)cc2[nH]c1=O)C(=S)Nc1cccc(OC)c1 (configuration not stated)
78	5	-99	CCn1cc(CNC(=O)CC2C(=O)NCCN2CC(c2ccccc2)c2ccccc2)cn1 (configuration not stated)
59	1	-38	O=C(N/N=C/c1ccc2c(c1)OCO2)c1cc(-c2ccccc2Cl)nc2ccccc12
66	24	-15	CN(CC(=O)Nc1ccc(N2CCOCC2)cc1)C(=O)CSc1ccc(F)cc1
54	23	-40	CCCN(CC(=O)Nc1ccccc1C)C(=O)c1ccc(NC2CC2)c([N+](=O)[O-])c1
72	43	-5	O=S(=O)(Cc1ccccc1)N1CCN(Cc2ccc(Br)cc2)CC1
77	11	-22	COc1cccc(-c2cc3nc4c(c(NCC(C)(C)CN(C)C)n3n2)CCCC4)c1
79	35	-32	COc1ccc(-n2ccnc2SCC(=O)NCc2ccc(F)cc2)c(OC)c1
68	1	-19	Cc1cccc(CN2CCC(CNC(=O)Nc3ccc(F)c(Cl)c3)CC2)c1
75	14	-17	COc1ccc(NC(=O)c2cc(-c3ccc(OC)c(OC)c3)on2)cc1OC
57	-1	-18	COCCNC(=O)C1CCC(CNS(=O)(=O)c2ccc(F)cc2)CC1 (configuration not stated)
48	20	-14	NC(N)=NS(=O)(=O)c1ccc(NC(=S)Nc2ccc(F)cc2)cc1
51	20	-10	COC(=O)c1ccc(C(=O)OC)c(NC(=S)N2CCN(C)CC2)c1
73	15	-29	O=C(COC(=O)c1ccccc1Nc1ccccc1)NCc1ccco1
52	33	4	C=CCN1C(=O)/C(=C/c2ccc(O)cc2)S/C1=N/c1nccs1
80	36	-2	CN1CCc2nc(NC(=O)c3cccc(OC(F)F)c3)sc2C1
50	9	9	COc1cccc(-c2cc(C(=O)Nc3ccc4c(c3)OCO4)no2)c1
61	11	-21	COC(=O)C(Cc1c[nH]c2ccccc12)N1CCS(=O)(=O)CC1 (configuration not stated)
69	14	-7	Cc1cc(C(F)(F)F)nc(SCC(=O)NC2CCCCC2)n1
71	10	-5	Cc1ccc(C)c(OCC(=O)NCC2COc3ccccc3O2)c1 (configuration not stated)
55	4	26	Cc1ccc(S(=O)(=O)NC(=O)c2cccc(N(C)C)c2)cc1
67	22	-26	COc1ccc2cc(S(=O)(=O)c3ccccc3)c(=O)oc2c1
70	29	-11	COc1ccccc1-c1nc2c3ccccc3nc(=S)n2[nH]1
65	-3	5	CSc1ccc(NC(=O)Nc2ccccc2C(N)=O)cc1
74	7	-40	COc1ccc(Nc2nc3cc(C)ccc3cc2C#N)cc1
62	6	-15	O=C(Nc1ccc(Oc2ncccn2)cc1)c1ccco1
63	8	-23	O=C(Cc1ccc(F)cc1)NC1CCSC1=O (configuration not stated)
60	32	-8	COc1ccc(NC(=O)CCl)cn1

# Next compounds
no.	OX1R antag-2	OX1R antag-1	SMILES
81	18	2	CCN(CC(=O)Nc1ccc(NC(C)=O)cc1)C(=O)CC1OC(=O)c2ccccc21 (configuration not stated)
82	10	-36	Cc1cc(C)c2c(CN3CCC(C)CC3)cc(=O)oc2c1
83	13	-9	CNc1cc(N2CCCCCC2)ccc1[N+](=O)[O-]
84	5	-17	CCn1cc(-c2nnnn2-c2ccc(Cl)cc2)c(=O)c2ccccc21
85	19	-34	C=CCOc1ccc(C(=O)Nc2ccccc2C(=O)NCc2cccnc2)cc1
86	9	-7	Clc1ccc(Sc2ccc(/C=N/n3cnnc3)o2)cc1
87	7	16	CCCCC(=O)Nc1ccc(C(=O)Nc2nc(CC(=O)OCC)cs2)cc1
88	21	-29	Cn1c(C(=O)OCC(=O)NCc2cccs2)cc2sccc21
89	6	-21	CCNC(=O)c1ccc2c(c1)C1C3CCC(C3)C1C(c1ccccc1)N2 (configuration not stated)
90	11	-12	CCC(=O)Nc1cccc(NC(=O)c2ccc3c(c2)OCO3)c1
91	14	-16	CN1C(=O)CC(N2CCN(C(=O)CN3CCCC3)CC2)C1=O (configuration not stated)
92	8	1	Cc1ccc(C(=O)N2CC(C)OC(C)C2)c(Cl)c1 (configuration not stated)
93	12	-14	CCCn1c(SCc2ccccn2)nc2c1c(=O)n(C)c(=O)n2C
94	2	-13	O=C(CN1C(=O)NC(c2ccccc2)(c2ccccc2)C1=O)NCC(=O)Nc1ccc(F)cc1
95	13	-12	COc1ccc(OCC(O)Cn2cnc(-c3ccc(Br)cc3)c2)cc1 (configuration not stated)
96	-1	-25	COC(=O)c1ccc(OCC(O)CN2CCN(C(=O)c3ccco3)CC2)c(OC)c1 (configuration not stated)
97	21	30	CCOC(=O)c1oc2ccccc2c1CSc1nnnn1-c1ccc(C)cc1
98	14	-21	CCCCn1cnc2c([nH]c3cc(OC)ccc32)c1=O
99	25	-16	c1cncc(CSc2ccc(-c3ccc4c(c3)OCO4)nn2)c1
